From PubChem BioAssay
Mac1 fbg inh: inhibitors of human CD11b/CD18 binding to fibrinogen; P05107+P11215; K562 CD11b/CD18 adhesion to fibrinogen, ATPlite luminescence; Mn2+ added to activate the integrin; inhibition, % at 10 µM; hit rate 0.54% among 93,000; AID 1497;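 active means primary inhibition of 50% or more at 10 µM, then 40% or more on retest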; further: some results filed as inactive read as strong as hits
CYP2C9 act: increases human cytochrome P450 2C9 activity | P11712 | recombinant CYP2C9, luciferin-H conversion, luminescence; hits give high values; factor 1 = untreated enzyme, 0 = blocked | activation factor at 5 µM | hit rate 1.4% among 96,000 | AID 1024;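 active means activation factor of 2 or more for CYP2C9 at a 5 µM dose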;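 further: 0 = sulfaphenazole-blocked wells and 1 = vehicle-only wells; values of inactives mirror those of a sister screen read the other way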
Target sequence (P11712 whole entry, looked up): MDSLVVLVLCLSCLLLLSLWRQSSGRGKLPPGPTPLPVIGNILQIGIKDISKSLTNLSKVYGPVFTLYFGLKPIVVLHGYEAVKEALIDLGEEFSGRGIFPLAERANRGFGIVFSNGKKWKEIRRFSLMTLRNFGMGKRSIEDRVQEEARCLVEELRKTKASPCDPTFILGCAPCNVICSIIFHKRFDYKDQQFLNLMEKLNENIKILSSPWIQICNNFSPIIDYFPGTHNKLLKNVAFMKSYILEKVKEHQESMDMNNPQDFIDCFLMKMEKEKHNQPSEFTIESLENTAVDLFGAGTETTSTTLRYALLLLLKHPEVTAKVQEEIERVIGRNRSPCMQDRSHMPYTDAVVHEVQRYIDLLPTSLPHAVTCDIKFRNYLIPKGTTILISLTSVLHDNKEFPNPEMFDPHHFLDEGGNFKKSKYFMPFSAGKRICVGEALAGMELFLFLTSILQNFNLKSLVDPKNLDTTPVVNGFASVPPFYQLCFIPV
Pyk2 oligo antag: blocks oligomerization of human Pyk2 in cells. Q293 cells, Pyk2 FERM NanoBiT luminescence; hits give low values. z-score (the deposit names both 25 µM and 10 µM). hit rate 0.83% among 99,000;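 active means Z-score of -3 or lower, scaled per plate to the spread of control and sample wells; inactive means z-score above -3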;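 further: negative z-score means lost luminescence so less FERM oligomerization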
MT1-MMP txn act: activates MT1-MMP transcription | HT1080 MT1-MMP promoter luciferase reporter, luminescence, overnight; hits give high values | activation factor at 10 µM | hit rate 0.16% among 86,000 | AID 750;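 active means activation factor of at least 2 for MT1-MMP transcription at 10 µM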
Mac1 fbg enh: enhancers of human CD11b/CD18 binding to fibrinogen | P05107+P11215 | K562 CD11b/CD18 adhesion to fibrinogen, ATPlite luminescence | activation, % at 10 µM | hit rate 0.07% among 93,000 | AID 1499;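 active means 10 µM primary screen giving 50% or more activity, confirmed by 40% or more on retest at that dose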; further: strong numbers were not always called active; reference of the scale not given here
CYP2C9 inhib: blocks human cytochrome P450 2C9 | CYP2C9 Supersomes, luciferin-H conversion, luminescence | inhibition, % at 5 µM | hit rate 20% among 96,000 | P11712 | AID 777;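 active means blocking of liver enzyme CYP2C9 beyond about 50% at 5 µM, limit read from the data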; further: values of inactives mirror those of a sister screen read the other way
CYP2C19 act: cytochrome P450 2C19 (human) activation. 96,000 tested, under 10 active. activation factor at 5 µM. P33261. recombinant CYP2C19, luciferin-H EGE luminescence; hits give high values; 0 = fully inhibited enzyme, 1 = untreated enzyme;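 active means activation factor of at least 2 at 5 µM in the primary screen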;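 further: 0 = wells with 2.5 mM tranylcypromine and 1 = vehicle-only wells; values of inactives mirror those of a sister screen read the other way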
PLAP activator: activators of human placental alkaline phosphatase | P05187 | purified PLAP enzyme, luminescent substrate read-out; hits give high values | activation fold at 20 µM | hit rate 1.2% among 96,000 | AID 696; in the data active means activation fold above about 2
Target sequence (P05187 whole entry, looked up): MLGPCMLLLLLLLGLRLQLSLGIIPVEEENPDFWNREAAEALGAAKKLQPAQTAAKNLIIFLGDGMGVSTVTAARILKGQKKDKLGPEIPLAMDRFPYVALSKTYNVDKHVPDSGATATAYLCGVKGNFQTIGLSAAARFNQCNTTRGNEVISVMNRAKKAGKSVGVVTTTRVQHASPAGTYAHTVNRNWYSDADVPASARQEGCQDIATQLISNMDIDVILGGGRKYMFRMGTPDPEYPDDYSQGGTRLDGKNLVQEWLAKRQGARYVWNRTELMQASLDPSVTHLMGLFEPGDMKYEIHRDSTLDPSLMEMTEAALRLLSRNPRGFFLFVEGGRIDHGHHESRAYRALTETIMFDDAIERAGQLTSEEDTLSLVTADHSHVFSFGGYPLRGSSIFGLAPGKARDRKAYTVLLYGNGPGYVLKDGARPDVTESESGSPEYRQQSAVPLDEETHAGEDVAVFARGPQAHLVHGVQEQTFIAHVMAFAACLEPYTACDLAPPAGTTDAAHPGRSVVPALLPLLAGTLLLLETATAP
CYP2C19 inh: human CYP2C19 inhibition; P33261; CYP2C19 Supersomes, luciferin-H EGE luminescence, 30 min; inhibition, % at 5 µM; hit rate 21% among 96,000;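 active means CYP2C19 inhibition above a set limit at 5 µM in the primary screen, cut at about 50% in these data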;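 further: plate controls were negative control wells for no effect and 2.5 mM tranylcypromine positive control for full effect; values of inactives mirror those of a sister screen read the other way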
* = called active by the depositor; / = no result given.

SMILES	Mac1 fbg inh	CYP2C9 act	Pyk2 oligo antag	MT1-MMP txn act	Mac1 fbg enh	CYP2C9 inhib	CYP2C19 act	PLAP activator	CYP2C19 inh
O=C1Nc2cc(Cl)ccc2C1(N1CCNCC1)C(F)(F)F (centres undefined)	-11	0.9	0.14	1.1	-5	12	1.1	1.1	-8
CCOC(=O)c1c(NC(=O)c2nn(CC)cc2Br)sc2c1CCCCC2	-7	0.2	-0.43	1.3	-1	82*	0.6	0.9	44
COc1ccc(C(=O)/C=C/c2cccs2)c(OC(=O)c2cccc([N+](=O)[O-])c2)c1	10	0.5	-0.93	/	-6	50*	0.9	1	6
Cc1nc(C)c(C(=O)C2=C(O)C(=O)N(CCCn3ccnc3)C2c2ccc(Cl)cc2)s1 (centres undefined)	4	0.4	1.1	1.1	-4	59*	0.8	1.4	24
O=C(CSc1nc2ccccc2o1)c1ccc2c(c1)OCCO2	-16	1.1	0.22	/	1	-8	1	0.7	-4
CCc1ccc(NC(=O)CC2NCCNC2=O)cc1 (centres undefined)	-23	1.1	0.01	1.1	4	-11	1.1	0.8	-9
Cc1c(C(=O)NCCCN2CCOCC2)sc2ncnc(N3CCN(c4ccccc4)CC3)c12	-26	0.1	-0.29	1	4	91*	0.5	1.5	50*
Cc1ccc2[nH]c(=O)c(CN(CCO)Cc3nnnn3CCc3ccccc3)cc2c1	1	0.5	0.86	1.1	-1	50	0.3	1.7	71*
CCCCCOC(=O)Cn1c(=O)oc2ccccc21	-6	1.2	/	1.2	-4	-21	0.1	1	89*
CCOc1c(S(=O)(=O)N2CCCC2)ccc(Cl)c1Cl	33	1.5	-1.1	1.1	3	-49	0.1	1.3	93*
COc1ccccc1OCc1nc(C#N)c(N2CCC(C(N)=O)CC2)o1	2	1	-0.94	1	-4	-4	0.7	0.9	27
O=C(c1cc2ccccc2oc1=O)N(Cc1ccco1)C1CCS(=O)(=O)C1 (centres undefined)	3	0.6	-0.24	1.7	0	38	0.7	1.4	28
O=C(CSc1ccc(Cl)cc1)NC1CCCC1	-6	0.7	-0.16	/	-2	33	0.8	0.8	24
CCOC(=O)c1cccc(NC(=O)CSc2nc3ccccc3c(=O)n2CCOC)c1	-3	0.4	-2	1.1	2	64*	0.7	1	27
O=C(c1ccc(S(=O)(=O)N2CCOCC2)cc1)N1CCN(c2ccccc2F)CC1	-20	1.1	0.6	1.2	2	-9	1.1	1.4	-7
CN1CCN(C(=O)c2ccc(S(=O)(=O)c3ccc(Br)cc3)cc2)CC1	12	1	1.2	1.2	-1	0	1	1.2	2
O=C(C1CCCO1)N1CCc2ccccc21 (centres undefined)	-32	1.4	0.76	1.3	-1	-39	1.1	0.9	-7
COC(=O)C(C)N(C#N)c1nc(C)cc(C)n1 (centres undefined)	/	1.5	0.19	/	/	-45	1.2	1	-16
O=c1oc2ccccc2n1CCCOc1ccccc1	-17	0.3	/	1.5	4	70*	0	0.7	98*
COc1cccc(CC(NC(C)=O)C(=O)NC2CCN(S(=O)(=O)c3cccc4ccccc34)CC2)c1 (centres undefined)	-5	1.6	-0.08	1.2	-2	-62	0.7	1.4	30
CC(C)CCn1c(SCCc2ccccc2)nc2c1c(=O)[nH]c(=O)n2C	7	0.1	-1.5	1	0	93*	0.5	0.9	50*
CC(C)c1ccc(CN2CC(C(=O)O)CC2=O)cc1 (centres undefined)	1	0.8	-0.13	1.1	1	22	0.9	1.3	6
CC(C)(C)c1nnc2sc(SCC(=O)N3CCCc4ccccc43)nn2c1=O	-5	0.6	-1	1.1	0	41	0.3	1.6	71*
O=C(Nc1ccccc1)N1CCN(Cc2ccccc2)CC1	-1	0.9	0.34	/	-2	15	0.2	1.1	77*
CCN(CC)S(=O)(=O)c1cccc(C(=O)OCc2cc(=O)n3nc(C)sc3n2)c1	-5	0.4	0.9	0.9	-1	55*	0.8	1.1	23
O=C(c1ccc(COc2ccccc2Cl)o1)N1CCN(c2ccccc2)CC1	0	0	/	1.1	3	97*	0.1	1.7	92*
COc1ccc(CCC(=O)Nc2cc(Cl)ccc2OC)cc1	-5	0.8	0.3	0.9	3	15	0	0.9	100*
C=CCc1c(C)nc(SCC(=C)C)[nH]c1=O	-5	0.8	1.7	/	-4	17	0.5	0.9	55*
Cc1ccc(S(=O)(=O)NC(CC(=O)O)c2ccccc2)cc1 (centres undefined)	13	0.9	0.37	1	-4	10	1.1	1.1	-9
Cc1ccc(N2CC(C(=O)NCC3CCCO3)CC2=O)cc1Cl (centres undefined)	-1	2.6*	0.58	1.2	-4	-162	1	1	2
Cc1cnc(C(=O)OCC(=O)NC2CCCCC2)cn1	-27	0.9	-0.96	1.3	0	8	0.7	1.1	28
COCCCNC(=O)c1cn(Cc2c(F)cccc2Cl)nn1	0	0.8	-0.72	1.1	5	17	0.9	1	14
CCN(CC)CCNC(=O)c1ccc(Cl)c(S(=O)(=O)N2CCCCCC2)c1	3	0.3	-0.04	/	-5	72*	1	1.3	-3
CC(C)CCNC(=O)c1ccc(CSCc2cccc(F)c2)o1	-24	0.6	0.26	1	3	44	0.7	0.9	28
Cc1cc2c(s1)c1cnn(CC(=O)NCCc3ccccc3)c(=O)c1n2C	7	0.9	/	0.9	5	15	1	1.5	0
O=S(=O)(c1ccc(F)c(F)c1)N1CCN(Cc2ccc3c(c2)OCO3)CC1	-6	0.6	-1.1	1	-2	43	0.8	0.9	19
Cc1ccccc1N(CC(=O)N/N=C/c1ccccc1Cl)C(=O)c1ccccc1	11	1.1	-1.8	/	-6	-10	1.1	1.2	-12
Cc1cc(C)n(CNc2nc(C(F)(F)F)cs2)n1	1	1	2	1.1	-4	1	0.8	1	17
COc1ccc(N(CC(=O)N2CCc3ccccc3C2)S(=O)(=O)c2c(C)[nH]c(=O)[nH]c2=O)cc1	-12	0.8	/	1	1	16	1.1	1.4	-11
CCOCCCNC(=O)c1ccccc1SC	-2	1.1	0	1.1	0	-14	1	1.1	-3
O=C(Nc1cccc(O)c1)C1CCCN1C(=O)OCc1ccccc1 (centres undefined)	-5	1.1	1.2	1.3	-4	-12	0.9	0.9	10
CCc1nc(SCC(=O)Nc2c(C)n(C)n(-c3ccccc3)c2=O)n[nH]1	4	1	1.5	0.9	-3	0	1	1.3	-1
CCOC(=O)CCn1c2nc(C)cc(C)c2c(=O)n1-c1ccccc1	-3	0.9	0.36	1.1	0	7	0.4	1	56*
CCOc1ccc(C2CC(c3ccc(F)cc3)Nc3nc(N)nn32)cc1 (centres undefined)	12	1	/	1.1	-3	-2	1	1.3	2
CCC1(CC)C(=O)NC(=O)NC1=NCCc1ccc(O)cc1	-9	1.1	0.57	1.2	-1	-10	1.1	1.1	-6
O=C(COC(=O)c1cccnc1Nc1ccccc1F)NCc1ccc2c(c1)OCO2	36	0.8	0.32	1	-2	21	1	1	-4
CCOC(=O)C1CCN(C(=O)c2sc3nc(-c4ccccc4)cn3c2C)CC1	-24	0.6	0.67	1.3	4	37	0.7	1.3	30
COc1cc2c(cc1NC(=O)C(C)Sc1ccc(C)cc1)oc1ccccc12 (centres undefined)	-2	0.7	-0.96	/	-4	35	0.8	0.9	24
O=C(NCC1COc2ccccc2O1)C1CCCN(S(=O)(=O)c2cccc3nsnc23)C1 (centres undefined)	/	0.4	-0.28	1.3	/	61*	0.5	1	54*
CC(C)(C)C(=O)N1CCCC1C(=O)O (centres undefined)	-3	1.2	0.6	1.3	-1	-18	1.1	1	-8
COC(=O)N1CC(C)N(C(=O)OC)CC1C (centres undefined)	-8	1	-0.01	1.2	2	4	0.9	1	13
COC(=O)c1cnn(-c2nc3c(C)cccc3s2)c1C	-2	1.1	0.36	/	1	-12	1	0.9	-1
Cc1cc(O)ccc1Nc1nc(-c2sc(N)nc2C)cs1	/	1	0.16	1.2	/	2	1	1.2	4
COc1ccc(C(=O)/C=C/N(C)C)cc1	-10	1	-0.24	/	0	3	1.1	1.1	-9
C/C(=C1\SC(N2CCOCC2)=NC1=O)c1ccccc1	-6	1	0.44	1.2	0	3	0.8	0.9	18
Cc1cccc(-n2ncc3c(Nc4c(C)n(C)n(-c5ccccc5)c4=O)ncnc32)c1	4	1.1	-0.12	1.3	-2	-8	1.1	1.2	-10
CCc1nc(SCc2nc3ccccc3[nH]2)c2oc3ccccc3c2n1	-1	0	-2.9	1	3	98*	0	1.8	100*
CC(C)N=C(NC#N)SCc1ccccc1	/	0.9	0.16	1.2	/	7	0.5	1.1	49
O=C(NCc1cccs1)C1CCC(CNS(=O)(=O)c2cccc3nsnc23)CC1 (centres undefined)	-14	0.9	/	/	0	14	0.9	0.9	9
Nc1nnc(SCC(=O)NC23CC4CC(CC(C4)C2)C3)s1	0	0.9	0.53	1	0	9	0.8	0.9	16

Three consecutive compounds already listed:
SMILES	Mac1 fbg inh	CYP2C9 act	Pyk2 oligo antag	MT1-MMP txn act	Mac1 fbg enh	CYP2C9 inhib	CYP2C19 act	PLAP activator	CYP2C19 inh
CCOC(=O)c1cccc(NC(=O)CSc2nc3ccccc3c(=O)n2CCOC)c1	-3	0.4	-2	1.1	2	64*	0.7	1	27
O=C(c1ccc(S(=O)(=O)N2CCOCC2)cc1)N1CCN(c2ccccc2F)CC1	-20	1.1	0.6	1.2	2	-9	1.1	1.4	-7
CN1CCN(C(=O)c2ccc(S(=O)(=O)c3ccc(Br)cc3)cc2)CC1	12	1	1.2	1.2	-1	0	1	1.2	2

(next part)
SMILES	Mac1 fbg inh	CYP2C9 act	Pyk2 oligo antag	MT1-MMP txn act	Mac1 fbg enh	CYP2C9 inhib	CYP2C19 act	PLAP activator	CYP2C19 inh
Cc1ccc(C2N(c3ccc(F)cc3)C(=O)C3CCCN32)cc1 (centres undefined)	2	0.7	/	1	-3	32	0.5	1.4	50*
On1c(-c2ccco2)nc2c1CCc1nonc1-2	6	1.1	-0.36	1.1	-2	-10	1.2	0.9	-16
O=C(Cc1cccs1)N(Cc1cccs1)C1(C(=O)NC2CCCCC2)CCCCC1	2	1.2	-4.5*	1.3	-4	-19	1.1	1.1	-6
Cc1ccc(N(C(=O)Cn2nnc3ccccc32)C(C(=O)NC2CCCCC2)c2cn(C)nc2C)cc1 (centres undefined)	-12	0.9	-1.5	1.2	-1	12	0.3	1.2	67*
COc1ccc(NC(=O)c2ccco2)cc1NC(=O)c1cc2ccccc2o1	8	0.9	-1.1	1	4	12	1	0.7	4
COc1ccc(C(=O)Nc2sc(C)c(-c3ccccc3)c2C#N)cc1OC	25	1.8	-0.91	/	-6	-83	0.7	1.1	35
COC(=O)Cc1c(C)c2ccc(OCC(=O)NCc3ccc4c(c3)OCO4)cc2oc1=O	12	0.6	0.07	1.1	1	36	0.8	0.9	21
CCn1c(SCC(=O)Nc2nnc(C)s2)nnc1-c1ccco1	14	0.9	-0.05	1.3	-3	14	1.1	1	-8
N#Cc1c(Sc2ncc(C(F)(F)F)cc2Cl)nsc1C/C=N\OCc1c(F)cccc1Cl	0	1.8	-0.27	/	-2	-83	0.7	0.8	33
CCS(=O)(=O)CCSC(=N)N	4	0.7	-0.67	/	-2	34	0.8	0.8	17
CCOC(=O)c1cccc(NC(=O)C2CCCN(S(=O)(=O)c3c(C)n[nH]c3C)C2)c1 (centres undefined)	-10	0.1	-0.06	1.1	-1	88*	0.3	1	66*
c1cc(CNc2ccc3c(c2)OCCO3)ccn1	-20	0.4	-0.56	1.5	2	62*	0.3	0.8	73*
O=C(CNS(=O)(=O)c1ccc(Br)s1)N1CCN(c2ncccn2)CC1	-6	0.4	1.7	1.2	-4	61*	0.6	1.3	42
C#CCNc1cc(C)nc2ncnn12	1	1	-0.1	1	1	0	1.1	1	-7
CSc1nc2ccccc2n1Cc1c(Cl)cccc1Cl	16	0.4	-0.18	/	-1	56*	0.5	0.9	52*

Hits appear at their usual frequency, and some 31% of all compounds hit somewhere here.
